Screens deposited in PubChem BioAssay by The Scripps Research Institute Molecular Screening Center.
PAFAH2 inh – inhibitors of human PAFAH2 | hit rate 0.99% among 340,000 | AID 492956 | recombinant PAFAH2, FP-rhodamine activity probe, fluorescence polarization | inhibition, % at 3.39 µM;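 active means inhibition above the mean over all tested compounds plus 3 SD, cut at about 30% in these data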;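 further: inhibitors block probe labeling of enzyme so polarization drops; 0% = enzyme with DMSO and 100% = wells lacking PAFAH2 protein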
PP1 inh – counter-screen for PP5 inhibitors: inhibitors of human PP1-alpha; P62136; inhibition, % at 6.7 µM; hit rate 0.9% among 320,000; purified PP1alpha, OMFP fluorescence;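 active means inhibition above the mean inhibition of all tested compounds plus 3 SD, computed separately for each screening campaign, cut at about 15% in these data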
Target sequence (P62136 whole entry, looked up): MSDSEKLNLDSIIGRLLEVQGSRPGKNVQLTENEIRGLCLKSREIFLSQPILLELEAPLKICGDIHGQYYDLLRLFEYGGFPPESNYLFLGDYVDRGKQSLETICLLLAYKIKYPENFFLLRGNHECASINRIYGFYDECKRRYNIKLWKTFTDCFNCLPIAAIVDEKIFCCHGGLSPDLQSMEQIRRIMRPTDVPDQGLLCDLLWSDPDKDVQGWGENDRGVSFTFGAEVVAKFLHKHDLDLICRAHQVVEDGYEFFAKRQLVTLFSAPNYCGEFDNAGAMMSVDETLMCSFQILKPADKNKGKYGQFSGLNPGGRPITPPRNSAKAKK
procasp3 activ – procaspase-3 (human) activation | P42574 | recombinant procaspase-3 D3A, Ac-DEVD-pNA absorbance 405 nm | activation, % at 8.5 µM | hit rate 0.11% among 330,000 | AID 463141;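 active means activation above the mean of all tested compounds plus 3 SD, cut at about 21% in these data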;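 further: 0% = DMSO alone and 100% = DMSO wells spiked with extra 5 µM PC-3 D3A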
Target sequence (P42574 whole entry D9A/D28A/D175A): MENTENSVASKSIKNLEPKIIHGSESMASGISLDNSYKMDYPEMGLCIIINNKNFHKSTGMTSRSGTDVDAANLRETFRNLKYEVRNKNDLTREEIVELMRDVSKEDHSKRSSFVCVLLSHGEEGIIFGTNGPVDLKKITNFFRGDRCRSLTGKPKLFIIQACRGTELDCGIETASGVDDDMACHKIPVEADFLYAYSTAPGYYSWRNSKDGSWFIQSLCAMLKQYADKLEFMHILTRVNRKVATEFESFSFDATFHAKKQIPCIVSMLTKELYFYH
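Assay system: Autoprocessing-dead procaspase-3 D3A mutant enzyme; also added: Ac-DEVD-pNA; doses: one concentration, 8.5 µM nominal, 0.8% DMSO; times: 1 h compound preincubation, 2 h substrate hydrolysis at 25 °C; technique: 405 nm absorbance of p-nitroaniline, reads at 0 and 120 min; measure: % activation between DMSO and enzyme-spiked controls; repeats: single replicate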
HCV core dimer – blocks dimerization of HCV core protein. inhibition, % at 5 µM. hit rate 0.33% among 300,000. TR-FRET GST/Flag-core106 dimerization, 1536-well;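 active means inhibition above the mean of all tested compounds plus 3 SD, set per screening campaign, cut at about 45% in these data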
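Assay system: GST-tagged and Flag-tagged HCV core protein residues 1-106 / Times: compound-protein-antibody incubation 4 h at 22.5 °C / Signal: time-resolved FRET, ex 340 nm, em 617 and 671 nm / Evaluation: % inhibition based on acceptor/donor emission ratio / Benchmarks: wells lacking GST-core106 and wells with excess unlabelled core106 / Repeats: singlicate, one well per compound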
Fh CTSL1 inh – counter-screen for PFM18AAP inhibitors: inhibitors of F. hepatica cathepsin L1; recombinant F. hepatica cathepsin L1, Z-Leu-Arg-MCA fluorescence; inhibition, % at 5.96 µM; hit rate 0.49% among 300,000;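 active means inhibition above the mean of all tested compounds plus 3 SD, set per screening campaign, cut at about 17% in these data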;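 further: 0% = plate median of test compound wells and 100% = 1 µM Z-Phe-Ala-diazomethylketone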
procasp7 counter – activates human procaspase-7, counter-screen for procaspase-3 activators. activation, % at 8.5 µM. recombinant procaspase-7, Ac-DEVD-pNA absorbance 405 nm; D23A/D198A/D206A triple mutant, cannot self-cleave; scale: DMSO 0, 5 µM enzyme 100. hit rate 0.093% among 330,000;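 active means percent activation above the screen-wide mean plus 3 SD, cut at about 25% in these data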
Target sequence (P55210 whole entry D23A/D198A/D206A): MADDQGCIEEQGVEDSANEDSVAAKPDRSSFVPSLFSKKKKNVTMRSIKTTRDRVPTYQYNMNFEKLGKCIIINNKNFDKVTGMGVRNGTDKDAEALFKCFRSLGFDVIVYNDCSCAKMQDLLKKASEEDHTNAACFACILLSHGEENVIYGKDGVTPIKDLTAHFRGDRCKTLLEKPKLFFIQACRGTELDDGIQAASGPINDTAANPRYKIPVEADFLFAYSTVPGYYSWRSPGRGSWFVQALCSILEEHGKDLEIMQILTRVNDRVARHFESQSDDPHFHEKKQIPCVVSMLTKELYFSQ
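Replicates: singlicate. Assay system: Procaspase-7 triple mutant (PC-7 D3A). Signal: 405 nm absorbance of p-nitroaniline. Times: 1 h preincubation, 2 h reaction. Buffer or medium: Zinc-free HEPES pH 7.4 with 300 mM NaCl, 0.01% Triton X-100. Also added: DEVD-pNA substrate. Benchmarks: DMSO wells as 0%, DMSO with 5 µM added PC-7 as 100%.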
AHR act – activates the human aryl hydrocarbon receptor. P35869. AHR-responsive luciferase reporter cells, luminescence. activation, % at 5 µM. hit rate 2.5% among 320,000; in the data active means activation above about 47%;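 further: 0% = vehicle wells and 100% = reference agonist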
TPT1 inh – C. albicans TPT1 enzyme inhibition; recombinant caTPT1, FP RNA substrate dephosphorylation; inhibition, % at 5 µM; hit rate 0.81% among 300,000;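 active means inhibition above the mean of all tested compounds plus 3 SD, set per screening campaign, cut at about 24% in these data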;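 further: plate controls were DMSO alone for no effect and ferristatin control at 100 nM for full effect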
PP5 primary – inhibitors of human protein phosphatase 5 (PP5). P53041. purified PP5c, OMFP substrate fluorescence. inhibition, % at 6.7 µM. hit rate 0.18% among 320,000. AID 1987;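 active means inhibition above the campaign's mean inhibition across all tested compounds plus 3 SD, cut at about 9.5% in these data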;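 further: 0% = DMSO only and 100% = 100 µM cantharidin control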
Starred values were filed as active, the others as inactive; / = not tested or not shown; & = joins results of further samples.

compound	PAFAH2 inh	PP1 inh	procasp3 activ	HCV core dimer	Fh CTSL1 inh	procasp7 counter	AHR act	TPT1 inh	PP5 primary
O=C1CN=C(c2ccccc2)c2ccccc2N1Cc1ccc(C(F)(F)F)cc1	4.4	-0.8	-2.5	12.7	3.6	-2.0	2.2	0.0	12.8*
Cc1ccc(CS(=O)(=O)Cc2ccc(C(=O)N3CCC4(CC3)OCCO4)o2)cc1	12.1	-2.2	0.4	2.4	1.8	2.8	-0.2	-2.9	-0.7
N#CC(C#N)=Cc1cccnc1	-4.0	3.3	2.6	3.0	-7.1	12.8	-0.1	0.2	-1.2
CC1CCN(CCc2nc3ccccc3[nH]2)CC1	-1.4	2.9	-0.2	9.1	5.1	8.9	5.3	-2.1	0.6
N#CC1(c2ccccc2)CCN(C2CC(=O)N(c3cccc(F)c3)C2=O)CC1 (stereo not given)	6.7	0.3	-9.7	-3.2	-0.8	5.1	3.4	-4.4	1.0
C=CC1CN2CCC1CC2C(OC(C)=O)c1ccnc2ccc(OC)cc12 (stereo not given)	1.1	-5.6	-3.3	1.0	-3.1	8.9	-0.2	-1.7	-3.0
CC12CC[C@H]3[C@@H](CCC4(O)C[C@H](O)CCC34/C=N/NC(=O)c3ccc(O)cc3)C1(O)CCC2C1=CC(=O)OC1 (stereo not given in full)	-2.7	-3.7	5.0	-4.8	1.6	-0.6	2.1	-4.6	0.6
O=C(CCCCCn1c(=S)[nH]c2ccccc2c1=O)N1CCC2(CC1)OCCO2	1.1	2.4	-14.2	-0.1	-1.0	7.5	5.6	2.2	0.4
O=[N+]([O-])/C=C1\NCCN1Cc1ccc(Cl)nc1	-1.7&-10.3	-3.6&1.9	-9.7&1.9	-3.9&0.4	2.9&-0.2	4.5&7.1	6.4&1.4	2.1&0.3	1.8&0.7
Cc1cc(C(=O)Nc2ccc3c(c2)OCCO3)nn1C(C)(C)C	2.3	-2.8	5.4	0.4	3.4	9.0	4.2	0.5	-1.7
COc1ccc(N2C(=O)NC(=O)/C(=C\c3cn(C)c4ccccc34)C2=O)cc1	25.7	-1.2	-3.0	7.6	4.6	-7.1	16.6	66.9*	-0.2
COc1cc2c(c(OC)c1OC)-c1ccc(O)c(=O)cc1[C@@H](NC(C)=O)CC2	1.6	/	6.4	/	/	1.9	0.7	/	/
CCCCN1C(=O)NC(=O)C2(Cc3ccccc3N3CCOCC32)C1=O (stereo not given)	-7.8	7.9	-8.7	-1.2	0.2	6.1	0.1	-3.3	2.2
CN1C(=O)C(Cc2cccc3ccccc23)C(=O)N(C)C1=O	0.5	-3.1	-2.4	-2.5	-2.3	-19.2	18.0	-2.3	0.0
O=C(O)c1cccc2c1NC(C(=O)O)C1CC(Sc3ccccc3[N+](=O)[O-])C(Cl)C21 (stereo not given)	81.7*	12.8	-20.6	-5.7	-1.0	-32.2	1.3	4.3	2.7
CC(C)OC(=O)C1C2c3ccccc3C(c3ccccc32)C1C(=O)O (stereo not given)	2.3	2.1	-1.3	-3.0	1.7	7.0	0.6	-10.8	3.2
CCc1ccc(NC2=NCCCS2)cc1	-13.0	1.8	1.1	3.9	-3.7	6.9	2.1	-2.2	-0.7
CCCCCSc1cc(OC)c(CCN(C)C)cc1OC	-9.0	-4.9	2.0	-11.5	0.9	0.1	13.1	-1.6	2.0
COc1ccc(OCC(=O)N2CCCC(N3CCN(c4ccccc4C)CC3)C2)cc1 (stereo not given)	-8.0	1.9	-1.1	3.6	-0.1	4.3	-1.5	0.3	3.3
CC(=O)O[C@@]12CO[C@@H]1C[C@H](OC1OCC(O)C(O)C1O)[C@@]1(C)C(=O)[C@H](O)C3=C(C)[C@@H](OC(=O)[C@H](O)[C@@H](NC(=O)c4ccccc4)c4ccccc4)C[C@@](O)([C@@H](OC(=O)c4ccccc4)C12)C3(C)C (stereo not given in full)	-2.7	-0.1	-3.4	1.7	-0.3	2.4	-1.2	-2.3	1.1

Remaining list, next part.
compound	PAFAH2 inh	PP1 inh	procasp3 activ	HCV core dimer	Fh CTSL1 inh	procasp7 counter	AHR act	TPT1 inh	PP5 primary
N#Cc1c(/N=C/C2C(=O)NC(=S)NC2=O)sc2c1CCCC2	-68.7	1.6	-16.0	-2.4	-2.0	-22.0	5.7	4.0	2.1
OCC[N+]12CCC(CC1)C(C(O)(c1ccccc1)c1ccccc1)C2 (stereo not given)	-0.6	-3.0	-8.1	-2.8	0.9	0.4	-3.0	0.8	-2.2
Nc1ncnc2c1ccn2[C@@H]1O[C@H](CO)[C@@H](O)[C@H]1O	2.2	-2.2	2.2	0.2	-4.2	7.3	-0.2	-3.6	2.8
O=S(=O)(c1ccc(F)cc1)N1CCCCC1c1cccnc1 (stereo not given)	1.8	-3.4	-8.5	-5.6	-0.5	13.4	-0.3	-1.5	1.1
c1ccc(CNC2=NCCS2)cc1	-8.8	-1.3	5.6	-1.0	0.5	6.4	-1.8	-4.3	2.3
CCn1c(=O)cc(OCC(=O)N2CCN(Cc3ccc4c(c3)OCO4)CC2)c2ccccc21	1.9	7.5	2.2	1.1	-8.3	-1.4	54.9*	0.6	3.2
C[N+]1(C)CCC(OC(=O)C(c2ccccc2)c2ccccc2)CC1	-4.1	0.9	-4.5	9.5	0.6	4.1	-3.2	-2.8	0.8
CCCN(CCC)C1CCc2ccc(O)cc2C1 (stereo not given)	5.6	-4.4	7.7	1.9	0.8	6.6	0.2	-0.7	-0.5
COc1ccc2c(CCN)c[nH]c2c1	-5.2	-2.1	-9.8	-7.9	-0.6	9.1	20.5	-20.3	1.6
O=c1[nH]c(=S)n(-c2ccccc2F)c(O)c1C=Nc1ccc(N2CCOCC2)cc1	33.2*	3.9	-41.5	2.2	-1.6	-41.7	2.2	33.0*	2.3
Cc1ccc(-n2c(O)c(/C=N/N3CCCCCC3)c(=O)[nH]c2=O)cc1C	/	-5.5	-0.5	-1.6	1.5	-4.0	3.4	0.1	-1.1
Cc1cc(/C=C2\C(=O)NC(=O)N(c3ccc(F)cc3)C2=O)c(C)n1-c1ccc(C(=O)O)cc1	0.0	0.8	4.7	3.2	2.2	-12.3	0.1	18.4	5.0
O/N=C1\CCC2CN(C3CCCCC3)CC2C1 (stereo not given)	7.0	1.4	-2.4	2.6	-3.2	3.3	1.2	1.3	-0.9
O=c1[nH]c(=O)n(-c2ccccc2)c(O)c1/C=C/C=Nc1ccccc1	-17.8	0.0	-23.1	-7.9	4.1	-21.7	5.0	157.4*	1.3
COC(=O)Cn1cc(C=C2C(=O)NC(=O)NC2=O)c2ccccc21	-0.9	2.6	-22.2	-1.0	-6.2	-21.6	16.2	10.7	0.0
CN(C)C=C1C(=O)N(C2CCCCC2)C(=O)N(C2CCCCC2)C1=O	-0.2	5.7	5.7	25.9	0.5	0.1	0.1	28.6*	0.2
CCOP(=O)(OCC)C(NC(=O)c1ccccc1C)C(Cl)(Cl)Cl (stereo not given)	-6.3	-2.9	7.4	-3.6	2.7	-2.6	2.2	3.2	-0.7
O=C1NC(=O)N(c2ccccc2)C(=O)/C1=C/C=C/c1ccco1	6.7	-2.2	-11.6	4.7	-4.5	-6.2	1.2	19.0	-0.2
Cn1cc(C(=O)OCC(=O)N2CCCCC2)c2ccccc21	1.0	4.8	-3.2	/	/	-3.2	3.4	/	2.3
O=C(Nc1cccc(OC(=O)N2CCCCC2)c1)N1CCCCC1	7.0	-1.6	-13.9	-2.4	-1.3	-11.3	7.6	-0.9	-0.1

(further entries)
compound	PAFAH2 inh	PP1 inh	procasp3 activ	HCV core dimer	Fh CTSL1 inh	procasp7 counter	AHR act	TPT1 inh	PP5 primary
COc1ccc(OCC#CCN2CCC(C)CC2)cc1	6.7	-3.9	1.6	-1.7	3.8	-9.4	6.1	-3.2	0.2
O=c1c2ccccc2nc(-c2cccs2)n1-c1ccccc1	-5.6	-2.5	3.7	-4.2	13.2	0.9	4.4	-3.7	2.7
CCc1ccc2c(CN3CC=C(c4ccccc4)CC3)cc(=O)oc2c1	-2.9	4.5	8.5	4.8	0.1	6.6	1.1	-0.9	-0.4
CN1CCN(c2ccc(C=O)cc2)CC1	-3.2	1.1	-4.1	-6.2	2.5	-0.4	-0.5	-1.5	-3.4
CC(C)N1OC2CC1c1nc3ccccc3n1C2 (stereo not given)	2.4	-1.8	2.5	-12.1	-7.1	0.6	6.4	-1.8	2.2
CCC/C(=N\O)c1c[nH]c2ccccc12	2.1	-3.4	0.0	-5.9	-4.8	8.9	27.1	-3.1	-0.6
O=C(Cc1ccccc1)NC(Cc1ccc(Cl)cc1)C(=O)O (stereo not given)	-3.9	-3.0	3.6	-0.9	-1.0	0.8	7.3	1.2	-1.1
Cc1c(C=O)c2ccccc2n1Cc1ccc(F)cc1	-2.7	-2.9	-0.6	3.8	9.6	-6.4	-1.3	2.0	2.5
Cc1cc(O)c2c(c1)C(=O)C13C(=C2O)C(=O)[C@H]2[C@@H](O)[C@@H]1[C@H]1[C@H](O)[C@@H]3C(=O)C3=C(O)c4c(O)cc(C)cc4C(=O)C312 (stereo not given in full)	4.9	39.9*	-6.7	-8.9	6.2	-6.0	-1.4	9.6	3.0
CNC(=O)Oc1ccc(N(C)C)cc1C(C)C	3.1	-1.6	-3.0	-3.8	1.0	-1.9	5.3	-0.7	0.4
CC(C)OP(=O)(OC(C)C)C(O)c1ccc(Br)cc1 (stereo not given)	2.4	1.5	-1.9	-2.7	-0.9	-1.6	0.0	0.1	0.4
COc1ccc(Cl)cc1NC1=NCC(C)S1 (stereo not given)	6.4	4.0	0.7	-0.4	-1.2	3.0	3.2	1.6	-0.3
O=c1[nH]c(=O)n(C2CCCCC2)c(O)c1/C=N/N1CCCCC1c1cccnc1 (stereo not given)	-1.4	1.8	-4.6	2.0	-0.2	8.1	1.0	-2.2	2.1
CC(=O)Cc1c[nH]c2ccccc12	/	2.5	-16.4	2.7	-6.8	-4.3	25.6	-2.1	1.1
CN1CC(C(=O)c2ccccc2)C(c2ccccc2)C1 (stereo not given)	0.6	-1.3	-0.4	0.1	-0.5	0.8	4.3	-1.1	0.3
CCc1nnc(NS(=O)(=O)c2ccc(N=Cc3c(O)n(-c4ccccc4)c(=O)[nH]c3=O)cc2)s1	-1.3	0.4	-7.6	-0.3	8.2	-15.2	1.4	10.9	-1.6
COC(=O)C(c1ccccc1)N1CCCCCC1 (stereo not given)	2.0	-1.4	-1.8	-5.5	0.2	-0.1	-2.7	-4.2	0.8
Fc1ccc2c(c1)nnn2C1CCN(Cc2nnnn2C2CCCCC2)CC1	-0.8	-2.8	0.2	-0.7	2.1	3.1	0.7	-0.3	2.2

A portion of the library (hit frequency here may not be typical).
